Screening data deposited in PubChem BioAssay by several laboratories.
T cell modulator: modulators of CD8 T cell-vesicle binding, primary screen, mouse 2C CD8+ T cells, flow cytometry; 2C CD8+ T cell-vesicle binding; active compounds read low; calls only at 7 µM; 0.068% of 330,000 active; AID 2052, 2009;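 active = response, share of CD8 T cells binding vesicles, and their 90th percentile fluorescence all below set limits, cut at about 80% in these data, passing the limit was not always enough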
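System: murine 2C transgenic CD8+ T lymphocytes; also added: QL9-loaded Drosophila micro-vesicles; times: binding 1.5 h at 37 °C; measured by: flow cytometry, PE anti-B7-1 (FL2) versus Alexa647 anti-CD8 (FL8), PFA-fixed; control set: Peptide-free naked vesicles (low) and QL9 vesicles with 0.7% DMSO vehicle (high)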
M1AAP inhibition: P. falciparum M1AAP inhibitors, biochemical, fluorogenic H-Leu-NHMec substrate, 1536-well (AID 1445). recombinant M1AAP, H-Leu-NHMec fluorogenic kinetic assay; higher % means a stronger effect. inhibition, % at 30 µM; hits with a dose series show IC50 in µM. 0.42% of 220,000 active. Aminopeptidase N (Plasmodium falciparum (isolate 3D7));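 active = primary inhibition above the hit cutoff, then over 50% inhibition at one or more dose response concentrations, cut at about 23% in these data, passing the limit was not always enough; inconclusive = conflicting primary data, or primary hits not chosen for dose response; inactive = low primary inhibition, or under 50% at every dose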;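 also: plate controls were DMSO full reaction for no effect and no enzyme background for full effect; strong numbers were not always called active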
TNAP activation fold: human TNAP enzyme activators, primary screen, biochemical, luminescent, no phosphate acceptor, uHTS (AID 1001); purified TNAP, luminescent activation assay, no phosphate acceptor; higher activation fold means a stronger effect; activation fold at 20 µM; hits with a dose series show EC50 in µM; 0.03% of 200,000 active; Alkaline phosphatase, tissue-nonspecific isozyme (Homo sapiens); in the data active = activation fold from about 3, or a potency from the dose series; inactive = the rest, 99 in 100 with activation fold below about 1.6; also: many of its hits are not listed in these tables
RSV antiviral HEp-2: RSV antiviral activity via CPE protection, HEp-2 cells, primary 10 µM value included (AID 2391); HEp-2 cells, RSV-induced CPE inhibition; higher % means a stronger effect; CPE inhibition, % at 10 µM, or IC50 in µM where a hit was titrated; 0.13% of 310,000 active; in the data active = a potency from the dose series; inconclusive = CPE inhibition mostly from about 23% at the one dose, without a potency; inactive = the rest, 99 in 100 with CPE inhibition below about 21%; also: strong numbers were not always called active
PMI inhibition: human PMI inhibitors, high substrate, primary screen, biochemical, fluorescence intensity, high mannose 6-phosphate (AID 1220). recombinant PMI enzyme, coupled fluorescence intensity; higher % means a stronger effect. one-dose inhibition, % at 20 µM; IC50 in µM for titrated hits. 0.66% of 190,000 active
West Nile antiviral: West Nile virus antiviral activity, cell-based, CPE readout (AID 1621); West Nile virus-infected cells, CPE inhibition; higher % means a stronger effect; CPE inhibition, % at 10 µM, or IC50 in µM where a hit was titrated; 0.02% of 290,000 active; in the data active = a potency from the dose series; inconclusive = CPE inhibition mostly from about 3.7% at the one dose, without a potency; inactive = the rest, 99 in 100 with CPE inhibition below about 2.2%; also: strong numbers were not always called active
P. falciparum M17LAP: P. falciparum M17LAP inhibitors, primary screen, biochemical, fluorogenic H-Leu-NHMec substrate, 1536-well (AID 1619); Leucine aminopeptidase (Plasmodium falciparum (isolate 3D7)); 0.38% of 220,000 active; inhibition, % at 30 µM; hits with a dose series show IC50 in µM; recombinant M17LAP, H-Leu-NHMec fluorogenic kinetic assay; higher % means a stronger effect;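 active = compound inhibiting the enzyme by more than half at any dose during confirmatory dose-response retesting; inconclusive = strong single-dose inhibitors picked by rank but not retested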;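 also: plate controls were full reaction with DMSO carrier for no effect and no enzyme background for full effect; strong numbers were not always called active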
human PMI inhibition: inhibitors of human PMI, primary screen, biochemical, fluorescence intensity, coupled assay (AID 1209) | one-dose inhibition, % at 20 µM; IC50 in µM for titrated hits | purified PMI enzyme, coupled fluorescence intensity; higher % means a stronger effect | 0.42% of 190,000 active | Mannose-6-phosphate isomerase (Homo sapiens);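 also: plate controls were DMSO vehicle for no effect and wells lacking substrate for full effect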
K1F lysis inhibition: inhibition of K1F phage lysis, E. coli UTI89, bacterial capsule biogenesis inhibitors, alamar blue (AID 488966); E. coli UTI89 K1F phage lysis, alamar blue, 2 h; higher % means a stronger effect; one-dose inhibition, % at 100 µM; IC50 in µM for titrated hits; 0.02% of 340,000 active;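 active = phage lysis inhibition, versus mean bacterial control, above a set limit; inconclusive = no clear call, values can overlap the other calls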;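 also: capsule biogenesis inhibitors block K1F phage lysis so surviving cells raise fluorescence; higher fluorescence means more inhibition of phage lysis; actives were called in the ten point dose series up to 300 µM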
T cell modulator vesicle-bound %: recorded beside T cell modulator, whose call it bears; double positive events, %; measured here: CD8+ vesicle-bound cell fraction;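 binding gate set so that unloaded-vesicle control wells show 10% double positive cells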
* marks the source's active call; other numbers are inactive results; i = inactive; ? = inconclusive; . = no result given; [ ] = dose if it differs, or a comment. Rule as the data show it, unless noted: active = inhibition above about 50%; inactive = the rest.

SMILES	T cell modulator	T cell modulator vesicle-bound %	M1AAP inhibition	TNAP activation fold	RSV antiviral HEp-2	PMI inhibition	West Nile antiviral	P. falciparum M17LAP	human PMI inhibition	K1F lysis inhibition
COc1ccc(N2CCN(C(=O)CCC(=O)NNc3nc4ccccc4c4nc(C)nn34)CC2)cc1	i	5	.	.	0.3%	.	0.5%	.	.	0.1%
COc1cc(OC)c(N(C)C(=O)CCNC(=O)Cn2cnc3ccccc3c2=O)cc1Cl	i	36	9%	1.1	0.2%	1%	-0.4%	-16%	1%	4.5%
CCOc1ccccc1N1CCN(c2nc3ccccc3nc2C(C#N)C(=O)OC)CC1 (stereo not drawn)	i	58	3%	1	1.1%	38%	0.9%	1%	12%	1.0%
Cc1cccc(NC(=O)C2CCCN(c3nc(C)cc(C)n3)C2)c1 (stereo not drawn)	i	17	1%	1.1	0.9%	-10%	-0.2%	1%	-8%	0.0%
COc1ccccc1N1CCN(C2CCN(C(=O)COc3ccccc3)CC2)CC1	i	20	8%	1	-1.9%	1%	-0.2%	2%	5%	0.2%
CC(NC(=O)c1cc(=O)[nH]c2ccc(Br)cc12)c1ccccc1 (stereo not drawn)	i	33	-1%	1.1	1.1%	-12%	-1.1%	-9%	0%	.
O=C1c2ccccc2C(=O)N1n1cccc1	i	48	4%	1	3.4%	0%	0.6%	-7%	-12%	4.0%
O=C(CSc1nnc2sc3ccccc3n12)c1ccco1	i	23	4%	1	-0.3%	0%	-0.1%	-2%	7%	0.4%[50 µM]
O=C(CSc1nc2ccccc2o1)N/N=C/c1ccc(O)c(O)c1	i	43	21%	.	1.5%	.	-0.1%	16%	.	0.9%
CNC(=O)NC(=O)C(OC(=O)Cc1cccc(C(F)(F)F)c1)c1ccccc1 (stereo not drawn)	i	24	.	.	0.7%	.	-0.2%	.	.	-0.7%
CCOC(=O)Cc1csc(NC(=O)CCCN2C(=O)c3ccccc3C2=O)n1	i	52	1%	1.2	1.1%	-9%	0.0%	2%	-6%	-0.1%
CN1CCN(c2ccc(C(=O)NC3CCCCC3)cc2[N+](=O)[O-])CC1	i	1	-2%	1.1	1.5%	1%	-0.5%	12%	1%	0.1%

By substructure, those above with sulfur (three)
SMILES	T cell modulator	T cell modulator vesicle-bound %	M1AAP inhibition	TNAP activation fold	RSV antiviral HEp-2	PMI inhibition	West Nile antiviral	P. falciparum M17LAP	human PMI inhibition	K1F lysis inhibition
O=C(CSc1nnc2sc3ccccc3n12)c1ccco1	i	23	4%	1	-0.3%	0%	-0.1%	-2%	7%	0.4%[50 µM]
O=C(CSc1nc2ccccc2o1)N/N=C/c1ccc(O)c(O)c1	i	43	21%	.	1.5%	.	-0.1%	16%	.	0.9%
CCOC(=O)Cc1csc(NC(=O)CCCN2C(=O)c3ccccc3C2=O)n1	i	52	1%	1.2	1.1%	-9%	0.0%	2%	-6%	-0.1%

Other results follow:
SMILES	T cell modulator	T cell modulator vesicle-bound %	M1AAP inhibition	TNAP activation fold	RSV antiviral HEp-2	PMI inhibition	West Nile antiviral	P. falciparum M17LAP	human PMI inhibition	K1F lysis inhibition
Cc1ccc(C)c(NC(=O)CSc2nnc(C)c(=O)n2N)c1	i	26	-1%	1	3.1%	-2%	0.3%	-9%	-3%	3.7%[50 µM]
COc1cc(NC(C)=O)ccc1-c1cc2ccccc2oc1=O	i	1	4%	1	6.7%	.	-0.5%	-3%	.	-0.3%
O=C(Nc1cc([N+](=O)[O-])ccc1O)c1cccc(NC(=O)c2ccco2)c1	i	60	.	.	0.9%	.	0.8%	.	.	-0.1%
CC(=O)C1C(c2ccc(O)cc2)NC(=O)NC1(O)C(F)(F)F (stereo not drawn)	i	34	-1%	.	1.7%	.	0.1%	2%	.	-0.6%
CC(=O)c1cccc(NC(=O)Cn2cnc(S(=O)(=O)N3CCOCC3)c2)c1	i	55	.	.	0.3%	.	0.8%	.	.	0.4%
COc1cc(C(N)=O)ccc1OCc1ccccc1	i	23	4%	1	2.1%	-4%	0.2%	4%	0%	1.9%
CC(NC(=O)c1cc(-c2ccccc2)nc2ccccc12)C1CCCO1 (stereo not drawn)	i	30	3%	1.1	-0.6%	13%	0.6%	0%	9%	.
Cc1ncc(S(=O)(=O)c2ccccc2)c(-c2ccccc2Cl)n1	i	49	2%	0.9	1.9%	-13%	0.2%	-8%	-13%	4.0%
CCOC(=O)c1cnc2c(OC)cccc2c1N1CCN(c2ccc(OC)cc2)CC1	i	64	9%	1.1	16%	13%	0.1%	-6%	14%	3.3%
Cc1nc2ccc(NC(=S)NCc3ccccc3)cc2nc1C	i	50	5%	1	5.7%	42%	0.3%	1%	-25%	0.1%
Cc1cc(NC(=O)CN(C)S(=O)(=O)c2cccc(Cl)c2)no1	i	51	6%	1.1	0.9%	3%	-0.1%	-2%	2%	0.3%
CC(C)Cc1c2c([nH]c(=S)c1C#N)CCCC2	i	50	1%	1	2.1%	-104%	-0.1%	-5%	-58%	1.9%
O=C(O)c1ccc2c(=O)[nH]c(CN3CCOCC3)nc2c1	i	21	1%	1	1.5%	-7%	.	-6%	-6%	0.5%
CN(C)CCC1CCN(c2cc(C#N)c(C#N)cc2[N+](=O)[O-])CC1	i	53	9%	1	-1.3%	-4%	0.2%	11%	-5%	0.4%
COc1ccc(N2CCN(CC(O)COC(c3ccccc3)c3ccccc3)CC2)cc1 (stereo not drawn)	i	37	.	.	19%	.	-1.0%	.	.	0.9%
COc1ccc2c(c1)O[C@H](c1ccc3c(c1)OCO3)[C@@H](O)C2=O	i	13	1%	1.1	-1.5%	-3%	0.6%	-9%	-9%	0.6%
CCOc1ccc(C2/C(=C(\O)c3ccc4c(c3)OCCO4)C(=O)C(=O)N2CCCN2CCOCC2)cc1 (stereo not drawn)	i	21	.	.	0.8%	.	0.0%	.	.	0.3%
CCC(C)c1ccc2oc(-c3ccc(NC(=O)Cn4cnc5c(=O)n(C)c(=O)n(C)c54)cc3)nc2c1 (stereo not drawn)	i	19	17%	1	-1.9%	10%	?	-16%	13%	0.8%
COc1ccccc1/C=C/C(=O)N1CCC(c2ccccc2)C1 (stereo not drawn)	i	42	0%	1.1	14%	-4%	-0.8%	-9%	-6%	6.2%
COC(=O)CCC(=O)c1oc2ccc(OC)cc2c1N	i	16	7%	1	0.2%	-5%	0.2%	1%	-3%	0.0%
CC(NC(=O)[C@H](C)NC(=O)c1ccco1)c1ccc(S(N)(=O)=O)cc1 (stereo partly drawn)	i	16	.	.	-0.1%	.	-0.4%	.	.	0.1%
CSc1ccc(CN2CCCCCC2)cc1	i	56	.	.	0.6%	.	0.7%	.	.	0.8%
Cn1c(Cn2nnc3ccccc32)nnc1SCC(=O)c1ccccc1F	i	6	4%	1	-1.1%	-16%	0.0%	3%	-8%	2.8%
CCC(CC)c1nnc(NC(=O)CCS(=O)(=O)Cc2ccccc2)s1	i	16	.	.	-0.5%	.	-0.4%	.	.	0.2%
COc1ccc(C)cc1NC(=O)CN1C(=O)COc2ccc(C)cc21	i	64	.	.	1.1%	.	-0.5%	.	.	-1.7%
CCC(=O)N(Cc1ccco1)Cc1cc2cc3c(cc2[nH]c1=O)OCO3	i	40	13%	1.1	2.3%	6%	-0.9%	-10%	12%	0.6%
Cc1ccc(NC(=S)c2ccncc2)cc1	i	10	.	.	?	.	-0.1%	.	.	0.6%
COc1ccc(OC)c(Nc2nc(N(C)c3ccccc3)nc(N)c2[N+](=O)[O-])c1	i	60	.	.	25%	.	0.8%	.	.	0.2%
c1ccc(Nc2nc(N3CCCC3)nc(N3CCOCC3)n2)cc1	i	23	.	.	4.2%	.	0.3%	.	.	-0.7%
OCC[C@@H]1C[C@@H](O)[C@H](O)[C@]2(CCCO2)O1	i	20	.	.	0.9%	.	-0.5%	.	.	-0.3%
Cc1nc(Cl)c(C(=O)NC(C)(C)C)c(C)c1Cl	i	45	0%	1.2	1.7%	-9%	-0.6%	-6%	4%	1.4%[50 µM]
CCOc1ccc(Cc2noc3c2C(=O)CCC3)cc1OCC	i	40	-7%	1.1	0.7%	6%	-0.8%	2%	-3%	0.3%
CCOC(=O)N1CCN(C(=O)Nc2cccc(Cl)c2)CC1	i	9	5%	1.2	3.5%	-6%	-0.9%	-4%	-4%	0.2%
CCn1cc(CNC(=O)c2cccc([N+](=O)[O-])c2)cn1	i	41	11%	1.1	0.8%	-11%	-0.7%	0%	-4%	3.2%
CC(C)(C)N1CC(COc2ccccc2)OC1=O (stereo not drawn)	i	56	0%	1.1	-1.2%	14%	-0.6%	-1%	13%	0.4%
O=C1c2ccccc2C(=O)N1CCOc1ccccc1	i	34	.	.	2.2%	.	0.3%	.	.	1.7%[50 µM]
COc1ccc(CNC(=O)C2CC(c3cccc([N+](=O)[O-])c3)=NO2)cc1 (stereo not drawn)	i	24	1%	1	0.3%	7%	-1.1%	-6%	8%	-1.2%
Nc1nonc1-c1noc(-c2ccccc2)n1	i	31	-2%	1.1	2.2%	3%	-0.6%	-2%	0%	6.8%
COc1ccc(CCC(=O)OC(C)C(=O)c2ccc(C)cc2)cc1 (stereo not drawn)	i	22	-6%	1	2.6%	17%	-0.2%	4%	17%	2.3%[50 µM]
Cc1cnc(C(=O)NCC(c2ccccc2)c2ccccc2)cn1	i	24	3%	1	1.6%	-9%	-1.1%	-8%	-6%	0.1%

Retrieved by compound from the entries so far, three records:
SMILES	T cell modulator	T cell modulator vesicle-bound %	M1AAP inhibition	TNAP activation fold	RSV antiviral HEp-2	PMI inhibition	West Nile antiviral	P. falciparum M17LAP	human PMI inhibition	K1F lysis inhibition
Nc1nonc1-c1noc(-c2ccccc2)n1	i	31	-2%	1.1	2.2%	3%	-0.6%	-2%	0%	6.8%
COc1ccc(CNC(=O)C2CC(c3cccc([N+](=O)[O-])c3)=NO2)cc1 (stereo not drawn)	i	24	1%	1	0.3%	7%	-1.1%	-6%	8%	-1.2%
COc1ccc(CCC(=O)OC(C)C(=O)c2ccc(C)cc2)cc1 (stereo not drawn)	i	22	-6%	1	2.6%	17%	-0.2%	4%	17%	2.3%[50 µM]

Not a hit list. Share with any hit: about 1.5%.
